M4 ag = agonists of human muscarinic M4 receptor (CHRM4); CHO-K1 hM4/Gqi5, Fluo-8 calcium fluorescence; vehicle 0%, full acetylcholine response 100%; activation, % at 3 µM; 0.14% of 360,000 active; AID 624127;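 active means activation above the run mean over all test wells plus 3 SD, cut at about 32% in these data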;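 further: peak over basal fluorescence ratio per well then scaled between controls; 0% = DMSO wells and 100% = acetylcholine at EC100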
Target sequence (P08173 whole entry, looked up): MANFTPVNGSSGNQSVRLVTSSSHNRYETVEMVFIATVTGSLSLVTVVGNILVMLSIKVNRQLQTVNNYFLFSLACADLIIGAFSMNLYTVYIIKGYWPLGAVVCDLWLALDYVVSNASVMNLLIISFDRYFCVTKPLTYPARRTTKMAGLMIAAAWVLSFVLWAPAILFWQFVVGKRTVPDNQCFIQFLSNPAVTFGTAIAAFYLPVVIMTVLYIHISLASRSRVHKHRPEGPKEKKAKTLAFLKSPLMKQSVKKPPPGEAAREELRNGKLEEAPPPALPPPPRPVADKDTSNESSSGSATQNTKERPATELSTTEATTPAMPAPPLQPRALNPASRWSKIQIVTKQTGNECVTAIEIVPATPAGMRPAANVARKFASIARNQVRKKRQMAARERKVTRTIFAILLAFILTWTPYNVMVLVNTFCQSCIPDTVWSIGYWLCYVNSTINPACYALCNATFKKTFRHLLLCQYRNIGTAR
CHRM4 PAM = positive allosteric modulators of human muscarinic M4 receptor; activation, % at 3 µM; CHO-K1 hM4/Gqi5, Fluo-8 calcium fluorescence, ACh EC20; 0% = ACh EC20, 100% = maximal ACh; P08173; 0.4% of 360,000 active;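 active means activation above its plate's cutoff, the mean activation of sample wells plus 3 SD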; further: some results filed as inactive read as strong as hits
CRFR2-BP ag = agonists of human CRF-binding protein/CRF-R2 receptor complex. HEK293 CRF-R2/CRF-BP, calcium dye fluorescence (FLIPR); percent of saturating CRF peptide response. activation, % at 13.2 µM. 0.46% of 350,000 active. AID 588473;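 active means activation of at least 50%, plus an integration ratio under a set limit after plate pattern correction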;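 further: plate controls were neutral control wells without compound for no effect and CRF at EC100 for full effect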
CHRM5 PAM = potentiates acetylcholine response at human M5 receptor; P08912; CHO-K1 hM5, Fluo-8 calcium, ACh EC20 PAM; 0% = ACh EC20, 100% = ACh EC100; activation, % at 3 µM; 0.3% of 360,000 active; AID 624038;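 active means activation above the run cutoff, the mean activation of all test compounds plus 3 SD, cut at about 18% in these data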
Target sequence (P08912 whole entry, looked up): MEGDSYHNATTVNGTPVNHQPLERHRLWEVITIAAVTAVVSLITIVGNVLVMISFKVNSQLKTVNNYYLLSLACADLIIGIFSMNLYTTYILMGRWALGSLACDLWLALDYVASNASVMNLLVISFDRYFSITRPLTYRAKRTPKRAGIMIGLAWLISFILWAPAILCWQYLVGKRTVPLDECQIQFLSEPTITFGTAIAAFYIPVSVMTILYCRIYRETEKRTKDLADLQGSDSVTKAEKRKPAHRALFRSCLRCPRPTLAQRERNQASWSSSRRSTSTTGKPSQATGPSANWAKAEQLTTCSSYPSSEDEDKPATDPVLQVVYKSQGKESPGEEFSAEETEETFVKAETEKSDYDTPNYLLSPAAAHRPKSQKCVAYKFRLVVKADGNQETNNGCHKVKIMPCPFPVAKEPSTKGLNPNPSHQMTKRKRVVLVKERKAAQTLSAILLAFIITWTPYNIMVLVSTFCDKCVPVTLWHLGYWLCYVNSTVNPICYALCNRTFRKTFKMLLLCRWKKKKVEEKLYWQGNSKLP
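system = human M5 receptor in CHO-K1 cells | reagent = EC20 acetylcholine as agonist stimulus | compound dosing = single-point, 3 µM nominal | incubation = Fluo-8 loading 80 min at 37 °C plus 30 min room temperature | detection = Fluo-8 calcium dye fluorescence, kinetic read | benchmarks = low control EC20 acetylcholine (0%), high control EC100 acetylcholine (100%)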
IDE inh = cellular human IDE inhibition; inhibition, % at 5.59 µM; HEK cells, FAbetaB cleavage, fluorescence polarization; 0.41% of 320,000 active;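 active means percent inhibition above the average of all tested compounds plus 3 SD, set per screening campaign, cut at about 16% in these data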;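 further: IDE supplied by intact live HEK cells; FP after avidin binding of uncleaved biotin substrate so inhibition keeps polarization high; 0% = DMSO wells and 100% = 60 µM reference IDE inhibitor Ii1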
CRFBP-R2 block = antagonists of CRF-binding protein/CRF-R2 receptor complex. HEK293 CRF-R2/CRF-BP, CRF-induced calcium fluorescence. inhibition, % at 11.8 µM. 0.59% of 350,000 active. AID 588475;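 active means inhibition of the ligand-induced calcium signal above about 50% at the single tested concentration, limit read from the data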
M4 antag = blocks acetylcholine activation of human M4 receptor | P08173 | CHO-hM4 cells, ACh EC80, Fluo-8 calcium fluorescence | AID 624125 | 0.73% of 360,000 active | inhibition, % at 3 µM;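 active means inhibition above its plate's cutoff, the mean inhibition of sample wells plus 3 SD, cut at about 27% in these data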;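 further: 0% = acetylcholine EC80 with DMSO and 100% = DMSO without agonist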
M5 antag = blocks acetylcholine activation of human M5 receptor. CHO-hM5 cells, Fluo-8 calcium fluorescence, ACh EC80. P08912. 0.59% of 360,000 active. AID 624040. inhibition, % at 3 µM;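 active means inhibition above a per-plate cutoff, the mean of that plate's test compounds plus 3 SD, cut at about 27% in these data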;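 further: 0% = acetylcholine EC80 with DMSO and 100% = DMSO without agonist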
M5 ag = agonists of human muscarinic M5 receptor (CHRM5); CHO-K1 hM5 cells, Fluo-8 calcium fluorescence; 0% DMSO wells, 100% maximal acetylcholine response; activation, % at 3 µM; 0.19% of 360,000 active;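 active means activation above the run's mean over test compounds plus 3 SD, cut at about 23% in these data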;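 further: signal is peak over basal fluorescence ratio across the kinetic read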
Numbers without * were called inactive; nt = not tested or not shown; & = joins results of further samples.

SMILES	M4 ag	CHRM4 PAM	CRFR2-BP ag	CHRM5 PAM	IDE inh	CRFBP-R2 block	M4 antag	M5 antag	M5 ag
COc1ccc(CCNC(=O)Cn2cnc3c(cnn3C(C)(C)C)c2=O)cc1OC	0.4	-4.2	-1.9	-1.9	-1.6	10.3	4.8	1.4	1.9
N#CC(=Cc1ccccn1)c1nc(-c2ccc(Cl)cc2)cs1	0.5	2.0	3.2	-0.8	nt	-29.8	-3.4	3.6	0.2
Nc1nc(=O)c2ccccc2s1	0.5	1.5	1.7	11.1	nt	13.8	-0.3	4.6	4.6
CC[C@H](C)[C@@H](N)C(=O)NC[C@H]1O[C@@H](n2cnc3c(=O)[nH]c(N)nc32)[C@H](O)[C@@H]1O	1.0	6.2	nt	4.1	nt	nt	6.1	2.2	2.2
Cc1cccc(NC(=O)CCN2C(=O)C3C4C=CC(C4)C3C2=O)c1 (configuration not stated)	1.4	8.9	1.5	-4.0	-1.5	11.7	-7.9	14.9	3.5
COc1ccccc1NS(=O)(=O)c1ccc(NN=C2CCCCC2)c([N+](=O)[O-])c1	2.7	-6.0	-0.6	-5.1	0.1	3.6	2.0	10.3	-2.8
Cc1cc(C)c(S(=O)(=O)NCc2cccs2)cc1C	-0.1	3.5	0.0	-3.1	-1.0	-0.4	-5.4	-2.5	-3.5
Cc1cccc(C)c1N(CC(=O)NC1CCCCC1)C(=O)c1csnn1	0.9	-7.6	-1.2	-1.8	0.8	-2.1	11.6	5.6	-2.0
CC(=O)Nc1ccc(-c2csc(NC(=O)Nc3ccccc3)n2)cc1	15.1	-16.1	-0.4	-23.0	nt	-10.4	16.8	24.2	2.1
Fc1ccc(C2CC(c3cccs3)=NN2C(=S)Nc2ccccc2)cc1 (configuration not stated)	0.3	-7.1	0.2	-2.1	4.4	-8.2	25.7	-0.1	1.0
COc1ccc(N(CC(O)Cn2c(C)nc3ccccc32)S(=O)(=O)c2ccc(C)cc2)cc1 (configuration not stated)	3.4	-5.5	6.7	-8.1	7.8	1.1	-20.8	4.3	-4.7
OCC[C@H]1C[C@@H](O)[C@H](O)[C@@]2(CCc3ccccc3O2)O1	-0.1	11.9	0.9	2.1	-5.3	1.1	-1.9	4.4	3.8
CC(=O)c1c(N2CCN(Cc3ccc4c(c3)OCO4)CC2)nc(=S)n(-c2ccccc2)c1C	1.5	-14.7	0.1	-1.4	-6.0	-5.5	4.0	-3.1	-3.3
O=C(NCC(c1ccco1)N1CCCCC1)c1ccc2c(c1)S(=O)(=O)c1ccccc1C2=O (configuration not stated)	2.8	-11.8	-0.6	-6.9	6.9	-1.2	14.3	9.2	-4.3
Cc1ccc(-n2ncc3c(=O)n(CC(=O)N4CCN(c5ccccc5)CC4)cnc32)cc1C	0.0	-1.3	-6.5	-1.8	-0.6	-8.9	0.2	11.0	-5.4
Cc1ccc(Nc2ccc([N+](=O)[O-])nc2[N+](=O)[O-])cc1	2.9	7.7	-0.3	3.3	3.0	11.9	3.3	-0.5	1.4
COc1ccc(-c2coc3cc(OC4OC(CO)C(O)C(O)C4O)cc(O)c3c2=O)cc1 (configuration not stated)	0.3	4.9	-0.1	8.1	0.4	4.5	-3.6	2.4	6.5
CC(=O)NC1=NN(C(C)=O)C(C)(CS(=O)(=O)c2ccc(C)c(C)c2)S1 (configuration not stated)	0.5	11.3	0.5	0.8	2.6	-2.2	-13.2	3.1	1.4
CCOc1ccc(N(CC(=O)N2CCCC2)S(=O)(=O)c2ccc(Cl)cc2)cc1	1.6	1.4	-2.1	9.1	-0.4	-4.8	-4.0	-8.6	-3.3
Cc1cc(Cl)ccc1OCCCC(=O)NNC(=O)c1ccncc1	7.7	12.5	-0.9	2.0	-0.3	2.9	-2.0	8.7	3.3
CNC(=O)CC(=O)Nc1ccccc1C(=O)O	0.8	12.2	-2.3	6.8	0.6	-11.7	-3.1	-4.8	-3.2
O=S(=O)(c1ccccc1)c1nc(-c2ccccc2Cl)oc1NCCN1CCOCC1	2.9	-3.6	-1.4	-7.9	0.1	19.9	13.1	1.1	-0.2
Cc1ccc(NC(=O)Cc2nnc(N)s2)cc1	1.8	-5.1	-0.6	10.7	9.8	8.5	-8.3	-3.6	2.4
CCOC(=O)c1c(C)n(C)c2ccc(OC)c(NS(=O)(=O)c3ccc(Cl)s3)c12	1.0	4.8	0.0	-1.3	3.1	9.8	7.2	-4.3	-1.1
CC(=O)N1N=C(c2cccc(Br)c2)OC12CCCC2	0.5	-1.7	-0.9	-1.1	6.2	-1.9	-1.9	-6.2	-0.5
Fc1cccc2sc(N3CCCC3)nc12	1.6	3.8	-1.3	11.2	2.7	-4.7	1.2	-8.6	-1.5
O=C(c1cccc(S(=O)(=O)N2CCOCC2)c1)N1CCCc2ccccc21	5.8	6.0	0.8	-0.3	-7.8	6.2	-6.9	-6.7	3.0
CCOc1ccccc1NC(=O)N1CCCC1C(=O)NCc1ccco1 (configuration not stated)	1.2	-0.4	-0.4	-1.2	nt	2.4	-2.4	15.5	-3.4
CCN(CC)S(=O)(=O)c1ccc(NC(=O)c2ccc(CN3CCOCC3)cc2)cc1	18.5	-5.2	0.3	-11.0	1.8	-7.3	3.3	3.5	8.2
COc1ccc(NS(=O)(=O)c2cc(NC(=O)c3ccccc3)ccc2N2CCOCC2)cc1	6.5	5.0	6.3	-22.9	-3.5	-4.5	-1.1	6.2	-10.7

Some values from the list:
Result of `Cc1ccc(Nc2ccc([N+](=O)[O-])nc2[N+](=O)[O-])cc1` in M5 antag: -0.5
Result of `CCN(CC)S(=O)(=O)c1ccc(NC(=O)c2ccc(CN3CCOCC3)cc2)cc1` in M4 ag: 18.5

Next part
SMILES	M4 ag	CHRM4 PAM	CRFR2-BP ag	CHRM5 PAM	IDE inh	CRFBP-R2 block	M4 antag	M5 antag	M5 ag
Cc1cc(Nc2ccc(F)cc2C)n2nc(C)nc2n1	0.0	-3.0	-0.6	-3.9	-1.9	9.7	2.8	-0.7	-0.2
Cc1ccc(CN2CCN(Cc3nc4c(s3)CCCC4)CC2CCO)cc1 (configuration not stated)	4.8	-3.9	-0.4	-2.0	6.2	-10.8	0.1	-8.3	-1.7
CCCCNCCOCCOc1ccc(F)cc1	0.5	-2.9	-1.2	0.1	2.2	29.0	25.7	2.2	2.2
CC1(C(=O)NCc2ccccc2)CN(S(C)(=O)=O)CC(=O)N1CCCn1ccnc1 (configuration not stated)	0.5	5.2	nt	-8.3	nt	nt	-13.1	3.6	-0.9
CC(=O)C(Cc1ccc(Cl)nc1)Cc1ccc(Cl)nc1	2.4	17.9	1.4	8.0	-0.3	-4.0	1.4	-7.1	-0.3
COc1ccc(CNC(=O)C(C)n2nc(C)c3c(C)n(-c4ccc(C)cc4)nc3c2=O)cc1 (configuration not stated)	6.3	-6.6	-0.7	1.5	1.4	-7.4	6.0	-0.6	-0.7
CCCCN(C)C(=O)c1sc(=O)n(Cc2ccccc2C#N)c1C	0.6	5.5	nt	2.7	nt	nt	-15.0	-2.3	1.4
Fc1ccc(C2=CC(c3ccc(Br)o3)n3ncnc3N2)cc1 (configuration not stated)	2.9	-6.8	192.4*	-6.1	91.8*	-150.8	1.8	-0.3	2.9
Cc1ccc(Cc2c(C3CCCCC3)nc3c(C)cc(Br)cn23)cc1	-1.4	6.5	nt	-8.2	nt	nt	-18.0	-2.6	-0.7
O=C(CN1CCN(c2cccc(Cl)c2)CC1)Nc1nccs1	5.6	-4.8	1.8	-12.6	-2.1	1.1	-2.9	7.5	-1.5
CN(C)C(=O)Cn1cnc2c(cnn2-c2ccccc2Cl)c1=O	0.4	-0.6	-3.6	-1.1	-0.1	28.4	6.7	4.9	2.0
Cc1[nH]c2ccc(C(=O)N3CCN(Cc4ccccc4)CC3)cc2c1C	2.4	0.3	-3.2	6.6	0.2	-14.0	-10.5	0.1	-1.3
O=C(Cn1cc([N+](=O)[O-])ccc1=O)Nc1ccc2c(c1)OCO2	0.8	4.9	0.8	12.4	-1.9	-8.8	-2.5	2.6	1.2
COc1ccccc1CNCC(=O)Nc1cc(S(=O)(=O)N2CCOCC2)ccc1Cl	17.8	-9.7	0.2	-8.2	4.5	-7.5	13.0	7.0	5.6
C/C(NC(=O)c1ccccc1)=C1/C(=O)CC2C1C2(C)C (configuration not stated)	-1.2	3.9	-1.8	0.3	4.6	14.0	-1.5	-3.8	-4.5
CCOC(=O)C1=C(C)NC(SCC(N)=O)=C(C#N)C1c1ccncc1 (configuration not stated)	1.4&-0.4	0.8&2.1	-1.9&-0.2	-2.2&-7.8	4.7	9.6&-6.0	-14.3&-1.2	-4.0&5.7	-0.4&-5.4
S=C(Nc1ccc2nsnc2c1)NC1CCCCC1	8.2	5.4	4.8	-13.4	5.1	-62.8	12.4	13.9	3.0
Cc1cccc(N(CC(N)=O)C2SC(=O)NC2=O)c1 (configuration not stated)	0.4	2.0	-0.5	-0.5	3.0	-0.9	4.1	1.7	-1.3
O=C(O)/C=C/C(=O)N1CCN(S(=O)(=O)c2cc(C(F)(F)F)ccc2Cl)CC1	0.6	7.5	5.5	-1.5	0.6	0.5	-4.8	10.5	-1.2
C=CCN(CC=C)C(=O)c1ccc(OC2CCN(Cc3ccccn3)CC2)cc1	1.4	-1.3	0.5	-6.8	5.9	-1.0	-7.7	10.7	-3.7
COc1ccc(NC(=O)/C(C#N)=C/c2ccc[nH]2)c(OC)c1	6.0	5.7	-0.3	-0.7	4.4	-13.2	1.0	0.3	2.3
Cc1ccc(S(=O)(=O)NCCC(=O)NC2CCC(C)CC2)cc1 (configuration not stated)	0.7	13.6	-0.3	12.8	6.1	-4.8	-3.4	5.1	1.0
CC(=O)Nc1ccc(NC(=O)C2CCN(S(=O)(=O)c3cccc4nonc34)CC2)cc1	1.2	5.0	4.6	-2.1	-3.6	-13.6	-3.1	6.1	3.3
C=CCN1C(=O)C2C(C(=O)NCc3ccccc3)C3(C)C=CC2(O3)C1C(=O)NC(C)(C)C (configuration not stated)	0.1	1.9	-3.1	-5.1	2.2	7.9	-5.4	2.4	3.0
O=[N+]([O-])c1ccc2[nH]c(=S)sc2c1	11.3	-2.4	37.4	-11.9	nt	58.5*	-1.8	16.1	7.7
CC(C)C(C(=O)NCc1ccco1)N(C(=O)CNS(=O)(=O)c1ccccc1)C1CCCC1 (configuration not stated)	0.5	12.9	-1.6	5.1	-2.3	22.9	4.0	-5.1	-2.4
Cc1cc(CSc2ccccc2)ccc1NC(=O)c1cccc([N+](=O)[O-])c1	0.8	-1.6	0.0	-1.3	0.7	3.7	3.6	-0.3	-2.9
Cc1sc2ncnc(N3CCC(C(=O)Nc4ccc(S(N)(=O)=O)cc4)CC3)c2c1C	79.0*	17.8	-1.9	3.5	8.0	-8.1	67.4*	5.9	0.7
COCCNC(=O)c1cnn2c(C(F)F)cc(-c3ccc(C)cc3)nc12	0.4	2.1	2.0	-5.1	3.7	4.0	-7.3	5.2	0.2
CCNc1nc(NCC)nc(C(=O)Nc2ccccc2)n1	3.4	7.5	-2.4	-5.7	5.6	15.5	-6.0	5.3	-1.9
CNC(=O)NC(=O)CSc1nnc(-c2ccco2)n1Cc1ccccc1	0.2	-8.8	-1.7	-5.6	0.5	1.7	7.8	6.1	-0.2

Screens from PubChem BioAssay.
